# High-throughput results from PubChem.
# PGE2 EP2 inh = inhibitors of human EP2 prostaglandin E2 receptor. C6 glioma cells expressing human EP2, cAMP TR-FRET; cells stimulated with saturating PGE2. inhibition, % at 25 µM. 0.52% of 260,000 active;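 active means percent inhibition above 40 after rounding to a whole number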;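 further: rat C6 glioma host cells with rolipram phosphodiesterase inhibitor present; the protocol text gives 20 µM as final concentration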
# EP2 modulator = modulators of human EP2 prostaglandin E2 receptor | P43116 | EP2-expressing cells, cAMP HTRF FRET, PGE2 co-stimulation | induction, % at 25 µM | 0.83% of 260,000 active | AID 940;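 active means compounds whose cAMP rise, as percent of the full-agonist control response, exceeds 60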;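 further: rat C6 glioma line stably carrying human EP2 under a CMV promoter; the protocol text gives 20 µM as final concentration; 100% = response of wells given 1 µM PGE2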
# PERK inhibitor = inhibitors of human PERK kinase. CHO PERK-DD fusion, SEAP luminescence translation reporter. inhibition, % at 5.6 µM. 0.17% of 220,000 active. AID 1416;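 active means inhibition above the mean inhibition of all tested compounds plus 3 SD, set separately per screening campaign, cut at about 2.9% in these data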;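 further: PERK kinase domain activated by AP20187 dimerizer at 100 nM; 0% = DMSO with dimerizer and 100% = rapamycin at 8.4 µM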
# Target sequence (Q9NZJ5 whole entry, looked up, the tested form may be a part): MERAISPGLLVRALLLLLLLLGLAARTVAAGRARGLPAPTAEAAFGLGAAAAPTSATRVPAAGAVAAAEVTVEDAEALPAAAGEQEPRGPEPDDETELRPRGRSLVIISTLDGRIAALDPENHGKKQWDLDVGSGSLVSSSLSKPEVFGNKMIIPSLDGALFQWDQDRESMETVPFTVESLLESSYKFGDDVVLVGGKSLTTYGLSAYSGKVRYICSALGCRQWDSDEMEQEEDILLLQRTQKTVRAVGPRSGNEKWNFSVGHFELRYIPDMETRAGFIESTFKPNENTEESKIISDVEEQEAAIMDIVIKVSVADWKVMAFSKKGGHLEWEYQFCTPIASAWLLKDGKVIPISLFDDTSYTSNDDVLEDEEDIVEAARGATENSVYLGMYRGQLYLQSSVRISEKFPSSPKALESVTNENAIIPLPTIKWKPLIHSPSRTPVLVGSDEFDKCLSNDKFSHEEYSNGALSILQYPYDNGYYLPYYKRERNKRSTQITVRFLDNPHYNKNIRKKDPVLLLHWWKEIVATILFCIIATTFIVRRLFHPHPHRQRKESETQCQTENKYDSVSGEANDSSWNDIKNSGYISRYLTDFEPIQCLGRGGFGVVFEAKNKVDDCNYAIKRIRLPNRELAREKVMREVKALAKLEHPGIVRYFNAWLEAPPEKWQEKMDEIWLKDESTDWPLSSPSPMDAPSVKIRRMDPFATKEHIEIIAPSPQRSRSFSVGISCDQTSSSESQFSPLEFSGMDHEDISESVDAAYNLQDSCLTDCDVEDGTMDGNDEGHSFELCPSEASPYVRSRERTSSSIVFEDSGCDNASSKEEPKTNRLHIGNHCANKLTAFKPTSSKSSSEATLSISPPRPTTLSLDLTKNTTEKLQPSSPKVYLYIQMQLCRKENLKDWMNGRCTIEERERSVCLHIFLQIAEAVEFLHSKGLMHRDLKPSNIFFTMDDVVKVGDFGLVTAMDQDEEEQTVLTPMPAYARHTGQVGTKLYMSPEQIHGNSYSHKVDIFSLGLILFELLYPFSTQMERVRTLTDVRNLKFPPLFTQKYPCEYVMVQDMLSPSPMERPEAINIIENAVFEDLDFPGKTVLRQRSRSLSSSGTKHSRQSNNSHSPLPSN
# RBBP9 inhibitor = blocks human serine hydrolase RBBP9; 0.2% of 220,000 active; inhibition, % at 7.94 µM; O75884; recombinant RBBP9, FP-Rh probe fluorescence polarization;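 active means inhibition above the campaign mean of all tested compounds plus 3 SD, cut at about 14% in these data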;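 further: plate controls were DMSO wells with RBBP9 for no effect and wells lacking RBBP9 protein for full effect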
#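 System: RBBP9 protein / Quantity: 2.5 µM RBBP9 dispensing solution, before mixing / Also added: Serine-hydrolase probe FP-Rh, 375 nM pre-mixing / Dosing: 7.94 µM single dose, 0.794% DMSO / Timing: enzyme-compound preincubation 30 min, then probe labeling 45 min, 25 °C / Signal: FP readout at 525/598 nm / Controls: DMSO-treated enzyme wells and wells lacking RBBP9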
# Runt-SMMHC FRET = Runt domain-CBFb-SMMHC interaction inhibition; Cerulean-Runt/Venus-CBFb-SMMHC FRET ratio 530/480, 1 h; inhibition, % at 20 µM; 0.74% of 220,000 active;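 active means mean inhibition across duplicate retests at 20 µM reaching about 50%, limit read from the data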;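 further: 0% = DMSO wells and 100% = wells with excess untagged CBFb-SMMHC; inhibitors lower the FRET ratio by blocking Runt binding to CBFb-SMMHC; some results filed as inactive read as strong as hits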
# Hck Nef HTS = human Hck-Nef kinase inhibition. 0.68% of 220,000 active. P08631. inhibition, % at 20 µM. Recombinant Hck-YEEI plus Nef, Z-Lyte FRET kinase assay. AID 463187;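 active means Hck-Nef kinase inhibition above about 50%, limit read from the data; inactive means inhibition below that limit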;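 further: 0% = DMSO with Hck plus Nef and 100% = Hck alone without Nef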
# Runt-CBFb FRET = Runt domain-CBFb interaction inhibition. Cerulean-Runt/Venus-CBFb FRET ratio 530/480, 1 h. AID 1496. Q01196+Q13951. 0.46% of 220,000 active. inhibition, % at 20 µM;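 active means inhibition over about 50% at 20 µM in the single-dose screen, limit read from the data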;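 further: 0% = DMSO wells and 100% = excess unlabeled CBFb competitor control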
#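 test system = Cerulean-Runt domain fusion protein, energy donor | probe or stimulus = Venus-CBFb binding partner, 100 nM | incubation = two 1 h room-temperature incubations shielded from light | detection = fluorescence energy transfer, 422 nm excitation, 530/480 nm emission | measure = loss of energy transfer signal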
# TNF death inh = blocks TNF-alpha induced death of Jurkat FADD-/- cells; Jurkat FADD-/- TNF necroptosis rescue, ATP luminescence, 24 h; 0 = TNF only, 100 = no-TNF cells; activation (protection from cell death), % at 10 µM; 0.068% of 220,000 active; AID 463075;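 active means activation, meaning protection from cell death, of at least 50% relative to plate controls; inactive means activation below 50%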;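 further: necroptosis triggered by 40 ng/mL TNF-alpha added together with compound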
# zVAD death inh = L929 zVAD cell death inhibition; L929 zVAD necroptosis rescue, ATP luminescence, 24 h; with zVAD 60 µM; viability rescue, % at 10 µM; 0.38% of 220,000 active;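 active means activation, scaled between plate controls, above about 75%, limit read from the data; inactive means activation under that limit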;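 further: 0% = zVAD with DMSO and 100% = DMSO alone without zVAD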
# Starred values were filed as active, the others as inactive; . = not tested or not shown; & = joins results of further samples.
SMILES,PGE2 EP2 inh,EP2 modulator,PERK inhibitor,RBBP9 inhibitor,Runt-SMMHC FRET,Hck Nef HTS,Runt-CBFb FRET,TNF death inh,zVAD death inh
C=CCNC(=S)NNC(=O)c1cccc2ccccc12,7,3,1.9,6,-8,1,1,-3.3,-0.2
CCCCOC(=O)c1ccc(NC(C)=O)cc1,6,13,0.2,3,-1,0,5,-0.2,0.0
O=S(=O)(CCN1CCN(c2ccccn2)CC1)c1ccc(F)cc1,25,6,0.2,-12,-1,2,0,-0.5,0.0
CCOc1ccc(-c2cc3cc(OC)c(OC)cc3c(C)n2)cc1,0,-16,0.8,-9,2,18,.,0.1,3.9
Cc1nc2c(=O)n(-c3cccc(C(F)(F)F)c3)nc(C)c2s1,9,18,1.3,4,-8,5,0,0.9,0.6
Cc1ccccc1N=C1NC(=O)CS1,17,6,-1.3,-6,4,0,0,-2.7,0.3
Cn1c(=O)c2c(nc(SCC(=O)NCc3ccc4c(c3)OCO4)n2Cc2ccc(Cl)cc2)n(C)c1=O,11,15,-0.8,-6,-2,8,0,-1.7,-0.5
CCc1ccccc1NC(=O)C(CC)Sc1nc2cc3c(cc2c(=O)n1Cc1ccco1)OCO3 (stereo not given),5,31,0.3,-5,-1,12,-2,0.6,0.5
O=C(C1CCCN(CCCc2ccccc2)C1)N1CCCCCC1 (stereo not given),3,6,0.8,-1,2,-7,-1,2.4,0.5
On1nnc2ccc3ccccc3c21,3,36,0.3,-7,2,4,1,0.8,1.3
CN(C(=O)c1coc(=O)c2ccccc12)c1ccc(F)cc1,.,21,0.5,-5,5,-3,-1,-0.6,1.4
Cc1ccccc1N1CCN(C(=S)c2ccc(-c3ccc([N+](=O)[O-])cc3)o2)CC1,1,-22,-0.4,-6,-6,1,22,3.7,0.3
Clc1ccc(N2CCN(c3cnc4ccccc4n3)CC2)cc1,9,33,-1.5,-4,-9,1,-1,1.2,0.2
COc1cccc(Cn2nnc(C(=O)Nc3ccc(C)cc3)c2N)c1,10,-11,-0.2,3,-1,1,2,0.3,-0.5
Cc1cc(NC(=O)CN2C(=O)CC(c3ccco3)Sc3ccccc32)no1 (stereo not given),10,12,0.0,-1,11,9,6,1.2,-0.5
O=C(CS(=O)c1ccc(F)cc1)Nc1ccccc1Cl (stereo not given),2,11,0.8,-5,-7,-1,-1,0.7,0.2
CCOC(=O)NC(NCc1ccccc1Cl)(C(F)(F)F)C(F)(F)F,5,-9,0.5,0,2,-2,3,0.4,-0.1
COc1cccc(N2CCN(Cc3nnnn3C3CCCCC3)CC2)c1,4,-5,-0.2,5,1,14,0,3.6,0.2
COc1ccc(OCCC(=O)NCc2ccccc2)cc1,10,3,1.5,-9,5,2,0,0.8,0.7
O=C(O)CCc1ccc(-c2cccs2)n1CCc1ccccc1,9,8,2.1,-5,33,14,20,-0.1,0.6
C/C(N)=C(/C#N)C(=O)CSc1nnc(-c2ccc(OC(F)F)cc2)o1,6,-39,-1.3,-7,-1,-1,0,0.9,1.6
O=C(COC(=O)c1cccc(S(=O)(=O)N2CCN(c3ccc(F)cc3)CC2)c1)NCC1CCCO1 (stereo not given),4,2,0.4,-6,3,17,-2,2.4,1.0
O=S(=O)(c1ccc(NC(=S)NCCc2ccccc2)cc1)N1CCOCC1,10,-81,-0.5,-12,2,1,0,3.2,0.2
CC1CCC(N2CCNCC2)CC1 (stereo not given),9&5,0&38,1.3,0,-2,15,3,1.8,3.7
CCn1c(C)nc2cc(S(=O)(=O)N3CCCC3)ccc21,11,-9,0.2,1,-1,2,0,-1.7,-0.2
CCCCCC(=O)N/N=C/c1ccco1,4,-3,-0.1,-5,-3,5,1,0.3,0.2
COC(=O)Nc1ccc(S(=O)(=O)N(CCO)CC(F)(F)C(F)F)cc1,7,-1,1.3,-11,2,0,3,-1.6,0.4
Cc1nn2cc(-c3ccc(N)cc3)nc2s1,20,1,-1.5,-2,-3,1,-5,-4.0,1.3
COc1ccc(NC(=O)CSCC(=O)N2c3ccccc3CCc3ccccc32)cc1,5,35,-1.3,-9,2,-1,0,2.9,-0.1
O=C(N/N=C/c1ccc2c(c1)OCO2)c1ccc(COc2cccc3cccnc23)cc1,11,-42,1.0,-10,-2,8,1,-2.2,1.0
Cc1cc(=O)n2[nH]c(NCc3ccccc3F)nc2n1,7,17,0.2,-12,0,9,-2,2.1,1.1
O=C(CNC(=S)N(Cc1ccccc1Cl)C1CCCC1)NCCCN1CCOCC1,5,6,-0.3,-6,-7,18,-2,0.0,-0.1
O=C(NC1(C(F)(F)F)N=C2SCCN2C1=O)c1cccnc1 (stereo not given),6,-3,0.4,-6,-2,4,1,0.7,0.4
CCN(CC(=O)Nc1ccc2c(c1)OCO2)Cc1nc2ccccc2c(=O)[nH]1,2,-7,-0.6,-8,-27,6,-1,0.2,2.6
N#CC(C#N)=C1C=CC=CN1/C(=C\c1ccccc1)C(=O)c1cccs1,49*,2,0.3,-1,40,1,24,-5.8,0.1
Cc1ccc(C(=O)NNC(=O)c2ccccc2-n2cccc2)cc1,3,3,1.0,-2,-1,24,0,-0.1,1.0
COc1cc2cc(CN(C(=O)Nc3ccccc3)C3CCCC3)c(=O)[nH]c2cc1OC,8,22,-0.7,-2,-127,6,-76,2.5,1.1
O=C(O)C1CCCCC1C(=O)NCCc1ccc(Cl)cc1 (stereo not given),13,26,0.4,-3,0,1,5,-1.1,-0.1
Cc1cc(S(=O)(=O)N2CCN(c3ccccc3C)CC2)ccc1F,16,-22,0.3,-2,-1,6,-1,1.0,-0.8
O=C(Nc1ccccc1O)c1ccc(NS(=O)(=O)c2cccc3cccnc23)cc1,2,-36,0.9,-7,-2,1,3,4.7,41
O=C1NN=C(c2ccc(Cl)cc2)CC1c1c[nH]c2ccccc12 (stereo not given),8,-30,0.9,0,-3,0,-1,2.0,0.3
CCC(=O)Nc1ccc(NC(=O)c2ccccn2)cn1,12&13,-7&-57,-0.4,-3,1,-6,0,-2.3,2.1
CCOC(=O)C1=C(C)NC(=O)NC1c1ccc(N2CCC(c3ccccc3)=N2)cc1 (stereo not given),10,20,0.8,-7,33,-4,14,1.7,11
CCN(CC)S(=O)(=O)c1ccc(Cl)c(NC(=O)COC(=O)c2cccn2C)c1,17,-15,-0.9,-18,2,-21,-1,-3.2,-0.1
Cc1ccc(C(=O)Nc2ccc(C(=O)/C=C/c3cccs3)cc2)cc1,4,9,0.3,-11,-4,2,-3,-3.1,0.5
c1cncc(-c2nc(NCc3ccco3)c3ccccc3n2)c1,4,-16,0.1,-7,3,1,1,0.4,0.5
Cc1ccc(Cn2ncc3c(NCCCN4CCOCC4)ncnc32)cc1,17,21,-0.8,0,3,8,3,0.6,0.3
CCN1C(=O)CC(C(=O)O)SC1=Nc1ccc(OC)cc1 (stereo not given),3,13,0.9,-1,1,1,-2,-2.4,0.0
COC(=O)C1=C(C)NC2=C(C(=O)CC(C)(C)C2)C1c1cnn(C)c1C (stereo not given),2,4,0.6,-7,26,7,6,0.9,1.1
COc1ccc(S(=O)(=O)CC2(O)CCN(C(=O)CC(C)C)CC2)cc1,7,-5,-0.1,-7,-6,19,-1,1.3,0.5
COc1ccc(CN2CCN(c3ccccn3)CC2)c(OC)c1,7,-17,0.1,-3,-4,0,-3,3.6,0.2
Cc1ccc(C)c(NS(=O)(=O)c2ccc(OCC(=O)NCc3cccnc3)cc2)c1,2,-9,0.1,2,1,1,1,-0.8,0.6
COc1ccc(-c2noc(N(C)CC(=O)Nc3cccc(C(F)(F)F)c3)n2)cc1,20,-20,-0.2,-20,0,1,-3,9.0,0.8
CCNC(=S)N1C2CCC1CC(NC(=O)Nc1ccc(C(=O)OCC)cc1)C2 (stereo not given),14&2,-45&-54,0.5,-12,-2,15,1,3.1,31
Cc1ccc(-n2c(-c3cnccn3)n[nH]c2=S)cc1,11,32,-0.5,1,6,8,6,-0.5,2.3
COc1ccc(/C=N/NC(=O)Cc2ccc(Cl)cc2)cc1OC,7,-34,0.9,-6,17,-14,.,0.4,0.9
N#CC1=C2SCC(O)(c3ccccc3)N2C(=O)CC1c1ccccc1F (stereo not given),13,1,-1.3,-9,0,-23,4,-12,2.2
COc1ccc(NC(=O)N2CCN(c3cccc(C(F)(F)F)c3)CC2)cc1OC,6,13,-0.5,-6,-3,0,5,-0.6,-0.4
COc1ccc(C(=O)NC(=S)N2CCN(C)CC2)cc1Br,5,-7,-0.7,-2,0,4,1,-1.2,0.4
COc1cccc(NC(=O)COC(=O)c2c(-c3ccccc3)noc2C)c1,4,5,0.7,0,-2,0,-1,-2.4,0.0

# Laid out differently: entries from further up.
molecule: COc1ccc(/C=N/NC(=O)Cc2ccc(Cl)cc2)cc1OC
  PGE2 EP2 inh: 7
  EP2 modulator: -34
  PERK inhibitor: 0.9
  RBBP9 inhibitor: -6
  Runt-SMMHC FRET: 17
  Hck Nef HTS: -14
  Runt-CBFb FRET: .
  TNF death inh: 0.4
  zVAD death inh: 0.9

molecule: N#CC1=C2SCC(O)(c3ccccc3)N2C(=O)CC1c1ccccc1F (stereo not given)
  PGE2 EP2 inh: 13
  EP2 modulator: 1
  PERK inhibitor: -1.3
  RBBP9 inhibitor: -9
  Runt-SMMHC FRET: 0
  Hck Nef HTS: -23
  Runt-CBFb FRET: 4
  TNF death inh: -12
  zVAD death inh: 2.2

# (continued)
SMILES,PGE2 EP2 inh,EP2 modulator,PERK inhibitor,RBBP9 inhibitor,Runt-SMMHC FRET,Hck Nef HTS,Runt-CBFb FRET,TNF death inh,zVAD death inh
Cc1nc2ccccc2nc1CSc1nnc(N)s1,14,3,0.2,-5,0,0,1,-0.1,0.3
COc1ccc(OCC(=O)NC(=S)Nc2ccc3c4c(cccc24)CC3)cc1,18,68*,0.9,-9,0,-7,0,-1.4,.
CCc1ccccc1NC(=O)c1ccccc1Sc1ccc([N+](=O)[O-])cc1Cl,7,27,-0.2,-5,3,0,2,-1.5,-0.2
COc1cccc(S(=O)(=O)Nc2ccc(C(=O)NCc3ccco3)cc2)c1,7,4,0.0,-3,-2,2,1,-0.3,0.3
CCC(=O)Nc1cc(C)c(OC)c(C)c1,4,-8,0.5,1,-1,-2,0,-1.7,-0.7
Cc1cccc(C2c3[nH]c4ccccc4c3CCN2C(=O)c2ocnc2C)n1 (stereo not given),6,-35,-0.9,0,-2,18,0,0.3,1.4
CCOC(=O)c1c([N+](=O)[O-])c(C)[nH]c(=O)c1C#N,5,22,0.2,-9,-2,1,0,0.0,0.5
O=C(CSc1n[nH]c(-c2ccccc2)n1)Nc1ncccn1,10,2,-0.2,1,-1,24,0,0.0,39
O=C1CN(C(=O)COc2ccc(Br)cc2F)c2ccccc2N1,4,0,-0.5,-4,-4,2,-2,6.2,0.9
Fc1ccc([C@@H]2CCNC[C@H]2COc2ccc3c(c2)OCO3)cc1,9&13&9&10,-8&-6,-0.4,-6,2,.,2,.,.

# Only part of the results is shown. The share of hits here may be higher or lower than overall.
